L3MBTL1 block: L3MBTL1 (human) inhibition; 230,000 tested, 0.66% active; Potency, µM (series often up to 57.1 µM), for inactives: at the highest dose activity, negative = inhibition, most hits filed as inhibitors; Q9Y468; AlphaScreen L3MBTL1–H3K9me1 peptide binding; AID 485360; active = well fitted inhibition curve with a large enough effect; inconclusive = small, poorly fitted or top-dose-only effect; inactive = no such curve, though single readings can be large or run the other way; note: nearly all actives have a fitted effect of over 60% in size
Target sequence (Q9Y468 whole entry, looked up): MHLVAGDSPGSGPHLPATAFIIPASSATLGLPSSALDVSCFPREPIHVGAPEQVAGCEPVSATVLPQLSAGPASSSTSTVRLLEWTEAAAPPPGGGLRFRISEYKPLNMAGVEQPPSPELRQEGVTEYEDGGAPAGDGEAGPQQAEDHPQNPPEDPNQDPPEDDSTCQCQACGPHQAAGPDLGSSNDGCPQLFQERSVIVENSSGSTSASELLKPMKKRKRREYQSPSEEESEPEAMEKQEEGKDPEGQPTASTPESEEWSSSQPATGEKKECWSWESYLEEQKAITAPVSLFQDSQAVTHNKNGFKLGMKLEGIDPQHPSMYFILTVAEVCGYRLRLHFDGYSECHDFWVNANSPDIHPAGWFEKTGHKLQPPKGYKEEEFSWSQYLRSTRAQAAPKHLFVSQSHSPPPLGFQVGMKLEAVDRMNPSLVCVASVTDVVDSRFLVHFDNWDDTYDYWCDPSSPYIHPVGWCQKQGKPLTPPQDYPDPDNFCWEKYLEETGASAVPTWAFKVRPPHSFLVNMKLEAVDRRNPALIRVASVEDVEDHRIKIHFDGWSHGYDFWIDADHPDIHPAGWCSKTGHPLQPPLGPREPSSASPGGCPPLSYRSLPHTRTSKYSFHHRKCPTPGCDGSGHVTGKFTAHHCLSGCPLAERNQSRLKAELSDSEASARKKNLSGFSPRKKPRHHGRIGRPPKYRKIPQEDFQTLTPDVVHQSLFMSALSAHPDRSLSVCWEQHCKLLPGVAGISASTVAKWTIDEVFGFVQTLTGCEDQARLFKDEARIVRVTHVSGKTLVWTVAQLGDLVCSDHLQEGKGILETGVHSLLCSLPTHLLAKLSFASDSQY
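Displacement of a biotinylated histone H3(1-15) peptide monomethylated at Lys9 (75 nM) from L3MBTL1 (50 nM) was measured by AlphaScreen after a 30 min room-temperature compound incubation; cefsulodin titration served as intraplate control.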
Active calls of the source: *; ? = inconclusive; [ ] = remark or other dose. % is set by controls: 0 for no effect and ±100 for the full control effect; potency is the fitted concentration of half-maximal effect. The list is partial; the hit share may differ from the screen's.

SMILES | L3MBTL1 block
COc1ccc2c(c1)sc(=NC(=O)CS(=O)(=O)c1ccc(F)cc1)n2C | 3.1%
CCOC(=O)[C@H]1[C@H]2COc3ccccc3[C@@H]2N2C(=O)c3cc(OC)ccc3NC(=O)[C@@]12C | -9.9%
Cc1ccc(C(=O)Nc2ccccc2N2CCOCC2)cc1S(=O)(=O)N1CCOCC1 | -5.9%
Cc1ccccc1NS(=O)(=O)c1ccc(C(=O)N2CCC2)cc1 | -9.7%
CCN1CCN(C(=O)N(Cc2ccc(Cl)cc2)S(=O)(=O)c2ccc(C)cc2)CC1 | 0.5%
CSc1ccccc1C(=O)Nc1ccc(S(=O)(=O)NC2=NCCCCC2)cc1 | 1.1%
Cc1nnc2ccc(-c3cccc(NS(=O)(=O)c4ccccc4Cl)c3)nn12 | 17.4%
Cn1nc(C(=O)Nc2ccc(-n3cnnn3)cc2)c2ccccc2c1=O | 6.9%
Cc1c(NC(=O)C(C)SC(=S)N2CCCC2)c(=O)n(-c2ccccc2)n1C (stereo unspecified) | -1.8%
Cc1cccc(NC(=O)C2CCN(C(=O)c3ccc(Cl)cc3)CC2)n1 | 3.8%
CC(C)(C)NC(=O)C[C@H]1C[C@H](C(=O)N2CCOCC2)[C@@]2(CCC3CCCC3)c3[nH]c4cc(-c5ccco5)ccc4c3CCN2C1=O | -16.6%
Cc1cccc(C(=O)N=C2SC3CS(=O)(=O)CC3N2c2ccccc2)c1 (stereo unspecified) | 8.5%
CSCCC(NC(=O)c1ccc(Cl)cc1)C(=O)OCC(=O)N1CCCC1=O (stereo unspecified) | 4.9%
CCCN(CC1CC1)C(=S)NC(=O)c1cc(Br)ccc1Cl | -3.8%
CCOC(=O)c1cc(-c2ccccc2C)n(CC2CC(c3cccc([N+](=O)[O-])c3)=NO2)n1 (stereo unspecified) | -7.6%
CC(Nc1cccc([N+](=O)[O-])c1)C(=O)Nc1ccc(S(=O)(=O)N2CCCC2)cc1 (stereo unspecified) | -0.4%
O=C(Nc1ccncc1)C1CCN(S(=O)(=O)c2ccccc2)CC1 | 14.0%
O=C(NCc1ccc(F)cc1)C1CCCN1S(=O)(=O)c1ccccc1C(F)(F)F (stereo unspecified) | 6.2%
Cc1ccc2c(c1)[C@H]1[C@H](CO2)[C@H](c2ccccc2)[C@]2(C)C(=O)N(Cc3ccc(Cl)cc3)CC(=O)N12 | -9.3%
COc1ccc(S(=O)(=O)NC2CC(=O)N(c3ccc(C)c(C)c3)C2)cc1 (stereo unspecified) | -3.9%
CCOc1ccc(NC(=O)CN(C)C(=O)c2ccccc2OCc2cccc(C)c2)cc1OCC | -12.2%
COC(=O)[C@H](Cc1ccccc1)NS(=O)(=O)N[C@@H](Cc1ccccc1)C(=O)OC | -1.0%
CCCCN(C(=O)c1ccc2c(c1)OCCO2)c1c(N)n(CC(C)C)c(=O)[nH]c1=O | -6.5%
O=C1CS(=O)(=O)N(Cc2cccc(F)c2)c2ccc(Br)cc21 | -1.2%
Cc1ccc(OC(=O)C2CCN(C(=O)c3ccccc3C)CC2)c(Br)c1 | -4.6%
CC(C)(C)OC(=O)C[C@H]1C/C=C\C[C@@H](CC(=O)N(CCO)Cc2ccccc2)C(=O)N2CCC[C@H]2COC1=O | 8.4%
O=C(OCc1cc(Cl)cc2c1OCOC2)c1cccnc1Cl | -4.0%
Cc1c(Cl)cnc(NC(=O)COC(=O)C2CC2)c1Cl | -4.2%
Cc1cc(S(=O)(=O)NCC(c2ccc3c(c2)OCO3)N2CCOCC2)ccc1F (stereo unspecified) | -11.6%
CCC1(c2ccccc2)C(=O)N(C(=O)OC(C)(C)C)N1C(=O)OC(C)(C)C (stereo unspecified) | -2.3%
C=CCn1cnnc1SCC(=O)N(C1CCCCC1)C1CCS(=O)(=O)C1 (stereo unspecified) | 7.9%
COc1ccc(C(=O)N2CCCC(C(N)=O)C2)cc1S(=O)(=O)N1CCOCC1 (stereo unspecified) | -3.2%
CCOc1ccc(CCNC(=O)c2cccc(S(=O)(=O)N3CCOCC3)c2)cc1OCC | -3.8%
COc1ccc(C(=O)COC(=O)/C=C/c2ccccc2[N+](=O)[O-])cc1 | -6.0%
N#Cc1cccc(NC(=O)CSc2cccc[n+]2[O-])c1 | -5.3%
COc1ccc(NC(=O)CSc2nnc3ccc(-c4ccccn4)nn23)cc1OC | 9.1%
N#Cc1ccc(Cl)cc1NC(=O)COC(=O)c1cccc(S(=O)(=O)N2CCOCC2)c1 | 1.1%
O=C(Nc1ccc(F)c(F)c1)c1ccccc1 | 14.3%
COc1ccccc1CCC(=O)OCC(=O)NC1CCCC1 | 5.9%
CC1CCC2(CC1)NC(=O)N(CC(=O)N1CCN(C(=O)c3ccco3)CC1)C2=O (stereo unspecified) | -19.2%
COc1ccc(CCNC(=S)N2CCN(S(=O)(=O)c3ccc(F)cc3)CC2)cc1 | -0.1%
CC(C)[C@]1(c2ccccc2)ON(c2ccccc2C(F)(F)F)C1=O | 39.5%[activator]
Cc1ccc(/C=C/C(=O)OCC(=O)NCc2ccccc2)o1 | -0.2%
Cc1ccsc1C(=O)OCC(=O)Nc1cccc(F)c1 | ?
COc1ccc(-c2csc(NC(=O)CCCc3nc4ccccc4c(=O)[nH]3)n2)cc1OC | -5.8%
CN1CCC(N(C)S(=O)(=O)c2ccc(NC(=O)COc3cccc(Cl)c3)cc2)CC1 | -7.4%
COc1cccc(NC(=O)COC(=O)c2ccc(C)c(S(=O)(=O)N3CCCCC3)c2)c1 | -0.9%
CCCCn1c(N)c(N(CCOC)C(=O)CSc2n[nH]c(-c3ccc(C)cc3)n2)c(=O)[nH]c1=O | 8.4%
O=C(CNc1cccc(C(F)(F)F)c1)Nc1cccc(S(=O)(=O)N2CCCC2)c1 | 1.1%
Cc1cccc(NC(=O)c2ccc(OCc3c(C)noc3C)cc2)c1C | 2.6%
OCC[C@H]1C[C@@H](O)[C@H](O)[C@]2(Cc3ccccc3CO2)O1 | 5.5%
CCOC(=O)c1c(C)[nH]c(C)c1C(=O)COC(=O)c1ccc(S(=O)(=O)C(F)F)cc1 | -7.9%
C#CCOCCOCCOCCNc1nc(N2CCOCC2)nc(N2CCN(C(=O)CCCCCCCCCCNC(=O)[C@H](CO)n3cc(CCCCCN)nn3)CC2)n1 | 16.0%
CCN(C1CCS(=O)(=O)C1)S(=O)(=O)c1cc(C)ccc1C (stereo unspecified) | 1.3%
COc1ccc(NC(=O)C2CCCC2)cc1S(=O)(=O)N1CCOCC1 | 0.1%
CCN(CC(=O)Nc1cc(Cl)cc(Cl)c1)CC(=O)NC1CCS(=O)(=O)C1 (stereo unspecified) | 0.5%
CN(CC(=O)Nc1ccccc1Cl)C(=O)CSc1nnc(N)s1 | -6.0%
CC(=O)Nc1ccc(NC(=O)C(C)OC(=O)c2cc(S(=O)(=O)N(C)C)ccc2N2CCCC2)cc1 (stereo unspecified) | -6.4%
CC(OC(=O)c1ccccc1NCCO)C(=O)Nc1ccnn1C(C)C (stereo unspecified) | -2.4%
O=C(NCC(c1ccco1)N1CCN(c2ccccc2F)CC1)c1cccs1 (stereo unspecified) | -10.5%

6 compounds from above, sorted by molecular weight, lowest first.
SMILES | L3MBTL1 block
O=C1CS(=O)(=O)N(Cc2cccc(F)c2)c2ccc(Br)cc21 | -1.2%
COc1ccc2c(c1)sc(=NC(=O)CS(=O)(=O)c1ccc(F)cc1)n2C | 3.1%
COc1ccc(NC(=O)CSc2nnc3ccc(-c4ccccn4)nn23)cc1OC | 9.1%
COc1cccc(NC(=O)COC(=O)c2ccc(C)c(S(=O)(=O)N3CCCCC3)c2)c1 | -0.9%
N#Cc1ccc(Cl)cc1NC(=O)COC(=O)c1cccc(S(=O)(=O)N2CCOCC2)c1 | 1.1%
CC(C)(C)OC(=O)C[C@H]1C/C=C\C[C@@H](CC(=O)N(CCO)Cc2ccccc2)C(=O)N2CCC[C@H]2COC1=O | 8.4%

Next part
SMILES | L3MBTL1 block
CN(C)S(=O)(=O)c1ccc(C(=O)NCC2(N3CCOCC3)CCCCC2)cc1 | -6.4%
CC(C(=O)Nc1ccc([N+](=O)[O-])cc1Cl)N1CCN(S(=O)(=O)c2cccs2)CC1 (stereo unspecified) | -13.2%
CC(NC(=O)C1=CC=CN2CCS(=O)(=O)N=C12)c1ccc(Cl)cc1Cl (stereo unspecified) | ?
COc1cc(NC(=O)c2cc(=O)[nH]c3ccc(S(=O)(=O)N4CCOCC4)cc23)cc(OC)c1 | 6.1%
CCN(Cc1ccc2c(c1)OCCO2)C(=O)CN1C(=O)NC2(CCCCC2)C1=O | 5.6%
CN(Cc1ccccc1)C(=O)CN1CCN(S(=O)(=O)c2ccc(Cl)c(Cl)c2)CC1 | -1.7%
CCCNC(=O)c1ccccc1NC(=O)Cc1ccc(OC)c(S(=O)(=O)N2CCOCC2)c1 | 0.4%
O=C(CSc1ccccc1)NCC(c1ccco1)N1CCCCC1 (stereo unspecified) | -4.7%
CCC(C)(C)NC(=O)C(OC(=O)c1ccco1)c1ccc(OC)cc1 (stereo unspecified) | 22.4%
Cc1ccc(S(=O)(=O)OCCC2=CC(=O)CCN2Cc2ccccc2)cc1 | 4.2%
CCn1nc(C(=O)N2CCc3ccccc32)c2ccccc2c1=O | -1.8%
O=C(CN1C(=O)/C(=C2/SC(=S)N(CCS(=O)(=O)O)C2=O)c2ccccc21)Nc1cccc(C(F)(F)F)c1 | ?
CSc1ccccc1NC(=O)COc1ccc2c(c1)OCO2 | -0.9%
N#CCCN(C(=O)COC(=O)CNC(=O)c1cccs1)c1ccc(F)cc1 | 6.6%
O=C(Nc1ccccc1C(=O)O)c1cc(S(=O)(=O)Nc2cccc(F)c2)ccc1Cl | 8.6%
COc1ccc(NS(=O)(=O)c2cccc(C(=O)N3CCN(Cc4ccc5c(c4)OCO5)CC3)c2)cc1 | -5.4%
Cc1ccc(C)c(NC(=O)COC(=O)c2ccc3c(c2)OCCO3)c1 | 2.7%
CCCc1cc(=O)[nH]c2nnc(SCC(=O)N3CC(C)OC(C)C3)n12 (stereo unspecified) | 9.3%
O=C(NCC(c1cccs1)N1CCOCC1)c1cc(S(=O)(=O)N2CCOCC2)ccc1F (stereo unspecified) | 1.7%
CC(Sc1cccc[n+]1[O-])c1ccccc1 (stereo unspecified) | ?
C=CCNCc1ccccc1[N+](=O)[O-] | 0.8%
CN(c1ccc(OCC(=O)NC2CCC(O)CC2)cc1)S(=O)(=O)c1ccc(Cl)cc1 (stereo unspecified) | 1.6%
O=C(Cn1ccc(NC(=O)OCc2ccccc2)nc1=O)NCCc1c[nH]c2ccccc12 | 2.8%
CN(C)Cc1ccc(CNC(=O)c2ccc(Cl)c(S(=O)(=O)NC3CC3)c2)cc1 | -4.2%
Cc1cccc(NC(=O)CCCN=C2NS(=O)(=O)c3ccccc32)c1C | 2.6%
Cc1cc(-c2csc(NC(=O)C3=COCCO3)n2)c(C)n1C | -14.9%
CC(O)c1nc(C(C)O)n(CC(=O)c2ccccc2)n1 (stereo unspecified) | 7.8%
Cc1ccc(NC(=O)CN(C)C(=O)c2ccccc2Cc2ccccc2)cc1 | 2.8%
Cc1ccc(CNC(=O)c2ccc(N3CCC4(CC3)CC(c3cccc(Br)c3)=NO4)c(NC(=O)c3ccccc3)c2)cc1 | -3.2%
COc1ccc(-c2noc(CCC(=O)N3CCN(c4ccc(Cl)cc4)CC3)n2)cc1 | 7.4%
COCc1c(C(=O)OCc2nc3ccsc3c(=O)[nH]2)oc2ccccc12 | -2.4%
NC(=O)c1ccccc1NC(=O)COC(=O)C1(c2ccccc2)CC1 | 3.2%
COc1cccc(/C=C/C(=O)OCC(=O)Nc2nnc(-c3ccccc3)o2)c1 | 43.5%[activator]
Cc1sc(NC(=O)C2=COCCO2)c(C(N)=O)c1C | -1.7%
O=S(=O)(c1cccc(C(F)(F)F)c1)N1CCN(S(=O)(=O)c2ccc3c(c2)OCCO3)CC1 | 2.0%
O=C(NCc1ccc(F)cc1)c1cc(S(=O)(=O)N2CCCCC2)ccc1N1CCOCC1 | 5.9%
CCOC(=O)C1=CN2CCCC[C@@H]2CC1=O | 5.9%
O=C(Cn1ccn(-c2ccc(F)c(Cl)c2)c(=O)c1=O)NCCc1ccccc1 | -1.0%
COc1cc(SC)ccc1C(=O)OCC(=O)NCCC1=CCCCC1 | 9.7%
CCN(CC)C(=O)[C@H]1C[C@H](CC(=O)NCCCn2ccnc2)C(=O)N2CCc3c([nH]c4ccc(Cl)cc34)[C@]12C | -6.9%

The closing five compounds of the section above open the next one:
SMILES | L3MBTL1 block
O=C(NCc1ccc(F)cc1)c1cc(S(=O)(=O)N2CCCCC2)ccc1N1CCOCC1 | 5.9%
CCOC(=O)C1=CN2CCCC[C@@H]2CC1=O | 5.9%
O=C(Cn1ccn(-c2ccc(F)c(Cl)c2)c(=O)c1=O)NCCc1ccccc1 | -1.0%
COc1cc(SC)ccc1C(=O)OCC(=O)NCCC1=CCCCC1 | 9.7%
CCN(CC)C(=O)[C@H]1C[C@H](CC(=O)NCCCn2ccnc2)C(=O)N2CCc3c([nH]c4ccc(Cl)cc34)[C@]12C | -6.9%
CCOc1cc(N2CCOCC2)c(OCC)cc1NC(=O)c1cccc(S(=O)(=O)N2CCOCC2)c1 | -7.7%
CC(=O)c1ccc(S(=O)(=O)Nc2cccc(-c3ccc(N4CCOCC4)nn3)c2)cc1 | -13.5%
Cc1ccc(S(=O)(=O)NCCC(=O)N2CCCCCCC2)cc1 | 7.8%
O=C(Nc1ccc(N2CCCCCC2)cc1)c1ccc[nH]1 | -52.5%
CCOc1ccccc1N1CCN(CC(=O)N(C2CCCC2)C2CCS(=O)(=O)C2)CC1 (stereo unspecified) | 5.9%
COc1ccc(-c2csc(NC(=O)CN3C(=O)NC4(CCCC4)C3=O)n2)c(OC)c1 | -9.2%
Oc1cc(Nc2cccnc2)cc2cccnc12 | 31.6µM*

High-throughput results as filed in PubChem BioAssay.
